# 14-3-3 Bad inh: inhibitors of 14-3-3 zeta/Bad binding, primary screen, biochemical, TR-FRET, bovine 14-3-3 zeta. 14-3-3 protein zeta/delta (Bos taurus), P63103. inhibition, % at 21.7 µM. AID 781, 2007. TR-FRET 14-3-3zeta/Dy647-pBad peptide displacement, 1 h. 220,000 compounds, 0.71% hits;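 active = inhibition above about 70%, limit read from the data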;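 note: 0% = full 14-3-3 plus peptide FRET controls and 100% = background without 14-3-3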
# Target sequence (P63103 whole entry, looked up): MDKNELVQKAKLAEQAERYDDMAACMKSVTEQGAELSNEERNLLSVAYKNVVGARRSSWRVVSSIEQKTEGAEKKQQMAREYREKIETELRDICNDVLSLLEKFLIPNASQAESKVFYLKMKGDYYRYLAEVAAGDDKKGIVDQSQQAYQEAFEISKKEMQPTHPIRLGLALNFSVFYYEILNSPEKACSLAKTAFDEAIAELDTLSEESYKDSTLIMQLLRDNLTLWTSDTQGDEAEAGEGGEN
# CHOP inhibitor: inhibitors of CHOP promoter induction, primary screen, cell-based, unfolded protein response, luciferase reporter; CHO-K1 CHOP-promoter luciferase, tunicamycin-induced, 15-18 h; inhibition, % at 10 µM; 220,000 compounds, 3.8% hits; AID 2732, 2010;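 active = compounds that reduced the stress-induced luciferase reporter signal by more than about 70% of percent inhibition, limit read from the data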;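 note: 0% = tunicamycin plus vehicle and 100% = wells without tunicamycin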
# zfTRPN1 agonist: zebrafish TRPN1 channel agonists, primary screen, cell-based, HEK293, calcium fluorescence; activation, % at 3 µM; 220,000 compounds, 0.18% hits; HEK293 zebrafish TRPN1-YFP, Fluo-8 calcium fluorescence; 100% = response to 87 µM carbachol; AID 1424, 2008; transient receptor potential cation channel N1 (TRPN1/NompC), Danio rerio;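 active = activation above its plate's cutoff, the mean activation of test wells on that plate plus 3 SD, cut at about 19% in these data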;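 note: 0% = DMSO alone and 100% = 87 µM carbachol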
#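 Material: zebrafish TRPN1-YFP in HEK293 cells; Doses: single test compound dose, 3 µM nominal, 0.3% DMSO; Timing: dye loading 1 h at 37 °C, then 30 min room temperature; Technique: intracellular calcium fluorescence with Fluo-8; Benchmarks: high carbachol 87 µM, low DMSO alone.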
# PPC-1+TRAIL kill: compounds killing PPC-1 cancer cells with TRAIL present, primary screen, TRAIL potentiator project, ATPLite luminescence, uHTS. AID 1443, 2008. PPC-1 cells + TRAIL, ATPLite viability luminescence. cell killing (% activity), % at 4 µM. 220,000 compounds, 0.41% hits;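 active = cell killing above 50% in the first pass at 4 µM, then a duplicate retest at 5 µM averaging 50% or more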;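 note: plate controls were cells with TRAIL plus DMSO for no effect and medium-only wells lacking cells for full effect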
# NPY1 pot ag: NPY-Y1 receptor potentiators or agonists, primary screen, cell-based; Neuropeptide Y receptor type 1 (Homo sapiens), P25929; NPY-Y1 expressing cells, potentiator/agonist activation; activation, % at 3.6 µM; 220,000 compounds, 0.37% hits; AID 1304, 2008; in the data active = activation above about 33%, passing the limit was not always enough;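 note: cells stimulated with NPY at EC10 then isoproterenol at EC100; 0% = low agonist plus stimulus and 100% = saturating agonist plus stimulus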
# Target sequence (P25929 whole entry, looked up): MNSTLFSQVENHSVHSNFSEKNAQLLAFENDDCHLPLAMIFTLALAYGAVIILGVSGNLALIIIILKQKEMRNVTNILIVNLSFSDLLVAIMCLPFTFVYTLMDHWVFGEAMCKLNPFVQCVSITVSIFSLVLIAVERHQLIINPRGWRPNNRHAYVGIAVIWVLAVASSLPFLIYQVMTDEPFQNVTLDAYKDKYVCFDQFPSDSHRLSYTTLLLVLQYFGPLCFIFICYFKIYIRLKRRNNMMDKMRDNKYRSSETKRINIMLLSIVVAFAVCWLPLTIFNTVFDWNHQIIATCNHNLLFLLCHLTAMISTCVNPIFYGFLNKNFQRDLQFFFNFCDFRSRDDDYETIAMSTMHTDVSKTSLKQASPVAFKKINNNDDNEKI
# TRPML3 agonist: human TRPML3 channel agonists, primary screen, cell-based, HEK293 TRPML3-YFP, Fluo-8 calcium fluorescence, 3 µM | Mucolipin-3 (Homo sapiens), Q8TDD5 | 100% = the carbachol control signal | activation, % at 3 µM | 220,000 compounds, 0.29% hits;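 active = activation above its plate's cutoff, the mean activation of the plate's test wells plus 3 SD, cut at about 12% in these data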;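 note: 0% = DMSO only wells and 100% = carbachol wells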
#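 Material: HEK293 cells stably carrying human TRPML3-YFP; compound dosing: single dose, 3 µM final nominal compound, 0.3% DMSO final; incubation: 1-h 37 °C dye load, 5-s basal, 120-s post-compound reads; technique: Fluo-8 intracellular calcium fluorescence, excitation 470-495 nm, emission 515-575 nm; read-out basis: percent activation from peak-to-basal fluorescence ratio, scaled between DMSO and carbachol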
# NPY Y1 blocker: NPY-Y1 receptor antagonists, primary screen, cell-based | inhibition, % at 3.6 µM | HEK293-CNG Y1 cells, membrane potential fluorescence; NPY at EC95, then isoproterenol | Neuropeptide Y receptor type 1 (Homo sapiens), P25929 | AID 1040, 2008 | 200,000 compounds, 1% hits;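 active = inhibition above the campaign mean inhibition of all tested compounds plus 3 SD, cut at about 20% in these data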;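 note: 0% = DMSO wells given NPY plus isoproterenol and 100% = isoproterenol alone without NPY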
#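 Material: HEK293 Y1/CNG channel cell line; also added: NPY (25 nM), isoproterenol (1 µM), Ro 20-1724 (25 µM); doses: one concentration, 3.6 µM, in 0.4% DMSO; schedule: compound incubation 1 h at room temperature, readout 45 min post-stimulation; technique: membrane potential fluorescence; measure: fluorescence ratio normalized to % inhibition between controls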
# EP2 mod: EP2 receptor modulators, cAMP readout, primary screen, cell-based, HTRF cAMP, PGE2 stimulation. Prostaglandin E2 receptor EP2 subtype (Homo sapiens), P43116. EP2-expressing cells, cAMP HTRF FRET, PGE2 co-stimulation. induction, % at 25 µM. 260,000 compounds, 0.83% hits. AID 940, 2007;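 active = compounds whose cAMP rise, as percent of the full-agonist control response, exceeds 60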;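 note: rat C6 glioma line stably carrying human EP2 under a CMV promoter; the protocol text gives 20 µM as final concentration; 100% = response of wells given 1 µM PGE2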
# Target sequence (P43116 whole entry, looked up): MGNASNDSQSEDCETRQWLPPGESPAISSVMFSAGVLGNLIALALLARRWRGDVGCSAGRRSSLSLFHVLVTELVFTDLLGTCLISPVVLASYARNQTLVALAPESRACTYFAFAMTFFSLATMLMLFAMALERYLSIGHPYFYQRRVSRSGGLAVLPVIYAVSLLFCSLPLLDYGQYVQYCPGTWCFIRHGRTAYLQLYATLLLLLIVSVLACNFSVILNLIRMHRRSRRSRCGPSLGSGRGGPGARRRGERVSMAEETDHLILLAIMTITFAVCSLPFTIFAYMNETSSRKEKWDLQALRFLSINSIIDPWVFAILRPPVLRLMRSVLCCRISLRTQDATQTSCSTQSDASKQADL
# PGE2 EP2 inh: human EP2 receptor antagonists, primary screen, TR-FRET cAMP, C6 glioma cells; Prostaglandin E2 receptor EP2 subtype (Homo sapiens), P43116; C6 glioma cells expressing human EP2; cells stimulated with saturating PGE2; inhibition, % at 25 µM; 260,000 compounds, 0.52% hits; AID 1422, 2008;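 active = percent inhibition above 40 after rounding to a whole number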;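 note: rat C6 glioma host cells with rolipram phosphodiesterase inhibitor present; the protocol text gives 20 µM as final concentration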
# Starred values were filed as active, the others as inactive; . = not tested or not shown; [ ] = dose if it differs, or a comment. Some of the compounds tested; count on the stated rates, not on these rows.
# Values run as follows: 14-3-3 Bad inh | CHOP inhibitor | zfTRPN1 agonist | PPC-1+TRAIL kill | NPY1 pot ag | TRPML3 agonist | NPY Y1 blocker | EP2 mod | PGE2 EP2 inh
Cc1[nH]c2ccccc2c1C(=O)COC(=O)c1cccc(S(=O)(=O)N2CCCCC2)c1
  14.6[fluorescence artefact?] | 36.9 | 1.4 | 25.3 | -3.2 | 0.5 | -3.4 | -27.4 | 8.7
CCN(CC)S(=O)(=O)c1ccc(Cl)c(NC(=O)c2cc(Cl)ccc2Cl)c1
  7.2[fluorescence artefact?] | 12.6 | -0.8 | -2.9 | 8.7 | 0.0 | 0.3 | 10.6 | 7.6
CCNC(=O)c1cc(Cl)ccc1OC
  -6.8[fluorescence artefact?] | 36.6 | 0.0 | 19.6 | -15.3 | 0.6 | -1.2 | 22.5 | 8.3
CN(C)S(=O)(=O)c1cccc(NC(=O)c2ccc(OC(F)(F)F)cc2)c1
  -6.3 | 39.6 | 7.8 | 16.1 | -9.7 | 4.1 | -2.3 | -53.8 | 9.1
CCC(CC)C(=O)Nc1cccc(C(=O)NC(C)(C)C)c1
  -9.8 | 16.9 | 0.7 | 20.5 | -3.4 | 1.2 | -2.0 | 18.6 | 9.1
CC(=O)c1ccc(N2CCCCC2)c(F)c1
  -6.0 | -10.7 | 1.6 | -3.2 | -3.8 | 0.7 | 3.2 | 23.4 | 11.9
CCOC(=O)c1cnc2c(-c3ccc(F)cc3)cnn2c1C(F)(F)F
  -7.5 | -15.2 | 0.7 | -1.8 | -0.3 | 0.7 | 10.7 | -2.0 | 9.7
COc1ccc(CCNC(=O)C2CCN(Cc3nc(-c4ccccc4C)oc3C)CC2)cc1OC
  -14.2 | 54.7 | 2.0 | 16.4 | -9.9 | -0.2 | 0.7 | -12.5 | 3.7
N/C(=N\OC(=O)CCC1CCCCC1)c1ccccn1
  -4.9 | -4.2 | 0.6 | -13.0 | 1.5 | -0.2 | 3.3 | 17.7 | 4.5
CCC(c1nnc(SCc2nc3ccccc3s2)n1Cc1ccccc1)N(C)C (centres undefined)
  -9.2 | -11.2 | -0.9 | 18.3 | 2.5 | 0.3 | 7.1 | 19.8 | 9.2
COc1ccc(N2C(=O)CC(NNc3nc4ccccc4s3)C2=O)cc1 (centres undefined)
  -0.1 | -0.3 | 3.4 | 3.1 | 10.3 | 1.3 | . | -37.0 | 10.5
CC(C)c1ccc(/C=C(/C#N)c2nnc(NC(=O)c3ccccc3)s2)cc1
  -12.7 | 49.5 | 0.7 | 22.6 | 4.3 | 1.0 | -3.0 | 5.6 | 2.4
O=C(Nc1ccc(F)c([N+](=O)[O-])c1)C(=O)c1c(O)[nH]c2ccccc12
  -12.4 | -2.0 | 0.3 | 23.6 | 20.7 | 0.7 | -1.8 | -59.8 | 17.4
FC(F)(F)c1ccccc1-n1c(-c2cnccn2)n[nH]c1=S
  -3.8 | -18.6 | 0.1 | 11.1 | -12.3 | 0.3 | . | 2.3 | 7.5
S=C(Nc1ccc(Br)cc1)N1CCn2cccc2C1c1cccnc1 (centres undefined)
  -12.9 | 29.9 | 0.7 | 5.6 | 28.5 | 0.8 | -5.8 | -97.3 | 7.2
Cc1ccc2[nH]c(=O)c(CN(Cc3ccco3)C(=O)N3CCOCC3)cc2c1
  -1.4 | 11.7 | 3.0 | 15.8 | -6.3 | 0.9 | 4.5 | 10.1 | 5.9
Nc1nc(NCC2CCCO2)nc(Nc2ccccc2F)c1[N+](=O)[O-] (centres undefined)
  0.8 | 12.4 | -0.8 | 2.1 | 11.3 | 0.6 | . | 3.4 | 3.5
CC1CCc2nc(NC(=O)CN3CCN(c4ccccc4)CC3)sc2C1 (centres undefined)
  1.5 | 36.0 | -1.1 | -6.2 | 5.5 | 1.1 | 1.7 | -14.4 | 7.0
c1ccc2oc(NC3=NCN(C4CCCCC4)CN3)nc2c1
  2.0 | -14.6 | 2.0 | 8.8 | 4.2 | 0.3 | . | 1.9 | -1.4
Cc1cc(C)c2c(N)c(C(=O)N3CCc4ccccc4C3)sc2n1
  -27.0 | 19.6 | -0.8 | 4.5 | -1.6 | 0.4 | 4.1 | -7.7 | 4.3
O=C(CN(Cc1ccco1)C(=O)Cn1nnc(-c2ccc(F)cc2)n1)NC1CCCC1
  6.8 | 26.2 | 0.1 | 8.4 | -0.8 | 0.4 | -1.1 | -12.1 | .
CCOC(=O)C1CCCN(C/C(O)=C(\C#N)c2nc(-c3ccccc3)cs2)C1 (centres undefined)
  -0.2 | -0.9 | 3.0 | 18.3 | -6.0 | 0.9 | 4.9 | -34.8 | 18.3
COc1ccc(C2CC(O)(c3ccccc3)Oc3c(C)ccc(C)c32)cc1 (centres undefined)
  -0.1 | 97.9* | . | -6.7 | . | . | . | 40.6 | 13.1
O=C(Cn1ccc([N+](=O)[O-])n1)NCc1ccco1
  -19.1 | -7.2 | -1.3 | 38.1 | 11.7 | -0.5 | -2.8 | -1.7 | 14.3
CCC(C)NC(=S)NNC(=O)c1ccc(C(C)(C)C)cc1 (centres undefined)
  -15.5 | 22.8 | 0.0 | -23.4 | -17.8 | 0.2 | 3.0 | -2.9 | -1.6
CCOC(=O)Cc1nnc2c(Nc3ccc(C)cc3)nc3nonc3n12
  19.7 | -24.6 | 2.3 | 9.1 | -25.1 | 0.8 | 0.5 | -49.6 | 8.4
CC(C)NC(=O)COC(=O)c1cc(F)c(F)cc1Cl
  1.4 | -8.7 | 0.4 | 9.5[5 µM] | 16.3 | 0.5 | -1.3 | -6.3 | 14.4
CC(=O)OCC(=O)Nc1ccc(C(C)=O)cc1
  10.4[fluorescence artefact?] | -10.3 | -1.3 | 0.1 | 14.9 | 0.1 | -1.7 | -2.3 | 12.2
COc1ccc(NC(=O)CCS(=O)(=O)c2ccccc2)c(OC)c1
  3.4 | -0.9 | 0.7 | -28.3 | 0.6 | -0.5 | -0.9 | 16.4 | 4.0
COCCn1cc(C(=S)N2CCCCC2)c2ccccc21
  39.8 | 11.9 | -1.8 | 9.6 | 12.1 | 0.6 | 4.8 | 20.9 | 5.5

# Further structures.
molecule,14-3-3 Bad inh,CHOP inhibitor,zfTRPN1 agonist,PPC-1+TRAIL kill,NPY1 pot ag,TRPML3 agonist,NPY Y1 blocker,EP2 mod,PGE2 EP2 inh
Cc1ccc[n+](CC(=O)c2cc3ccccc3oc2=O)c1,15.2[fluorescence artefact?],26.2,-0.7,8.9,-28.9,0.3,1.0,-17.2,18.1
COc1cc(-c2nnc(-c3cccnc3)o2)cc(OC)c1OC,5.8,28.5,0.7,4.7,0.0,0.2,6.6,-12.6,6.1
CCOC(=O)c1cn(Cc2ccc(Cl)cc2Cl)c2cc(C)nn2c1=O,-9.6,2.8,0.1,13.9,-9.6,0.4,.,-20.8,7.3
O=C(Cc1ccccc1)Nc1ccccc1CO,0.6,0.9,-0.2,-9.7,-17.5,0.2,4.0,27.5,9.2
CCOc1cc(NS(C)(=O)=O)c(OCC)cc1NC(=O)c1cccs1,-2.4,-3.2,-1.2,8.3,8.3,0.0,0.0,-37.1,8.7
CCOc1ccc(CNC2CCCc3ccccc32)cc1 (centres undefined),9.6,4.8,-2.6,-9.5,9.6,-1.1,7.5,16.2,1.6
CC(C)CN(C(=O)CSc1nncs1)c1c(N)n(CC(C)C)c(=O)[nH]c1=O,-0.3,-30.3,-0.5,5.0,-19.4,0.7,5.1,22.7,9.4
O=C(CSc1nc2ccccc2c(=O)n1CC1CCCO1)NCc1ccc2c(c1)OCO2 (centres undefined),-4.6,-17.7,0.0,-16.8,11.9,0.9,-3.9,3.7,5.9
O=C(NCCCn1ccnc1)/C(=C\c1cccs1)NC(=O)c1ccccc1,-4.6,18.1,2.1,0.4,16.6,0.0,-1.3,5.0,5.2
Nc1c(C(=O)c2ccc(Br)cc2)oc2ccccc12,-7.5,2.5,0.3,8.8,3.1,0.4,1.3,33.9,7.7
CC(C)(CNC(=O)c1sc2cc(F)ccc2c1Cl)N1CCOCC1,0.8[fluorescence artefact?],-2.1,0.2,12.0,-1.8,0.2,2.7,20.9,1.0
CN1CCC(C2(O)c3ccccc3CSc3sccc32)CC1 (centres undefined),-7.3,8.0,1.2,11.0,-21.8,0.8,2.0,4.3,8.6
COc1cccc(-c2nn(-c3ccccc3)cc2/C=C(/NC(=O)c2ccccc2)C(=O)O)c1,1.4,6.7,-0.1,2.6,-1.1,-0.5,.,19.4,5.1
O=C(Cn1c(CN2CCCCC2)nc2ccccc2c1=O)NCc1ccco1,2.8[fluorescence artefact?],29.9,0.8,12.2,0.1,-0.2,4.2,26.7,.
O=C(OCC(=O)N1CCCC1)c1ccco1,-7.4[fluorescence artefact?],-9.6,-0.8,14.5,8.2,0.6,-4.6,-1.8,16.3
Cc1cc(S(=O)(=O)N(Cc2ccc(F)cc2)CC2CCCO2)ccc1-n1cnnn1 (centres undefined),-0.7,35.8,0.4,11.2,15.2,0.2,-4.3,6.9,10.0
O=C(NCC(=O)N(c1ccccc1)C(C(=O)NC1CCCCC1)c1cccnc1)c1cccs1 (centres undefined),-4.3,85.6*,-1.1,22.1,7.5,-0.4,4.7,14.6,11.7

# Results in PPC-1+TRAIL kill and PGE2 EP2 inh, for some of the entries so far:
smiles,PPC-1+TRAIL kill,PGE2 EP2 inh
COc1cccc(-c2nn(-c3ccccc3)cc2/C=C(/NC(=O)c2ccccc2)C(=O)O)c1,2.6,5.1
CN1CCC(C2(O)c3ccccc3CSc3sccc32)CC1 (centres undefined),11.0,8.6

# Screening results: PubChem BioAssay, several laboratories
